Insulin prom up – MIN6 insulin promoter up-regulation; AID 1625; MIN6 insulin promoter-GFP reporter, high-content imaging; hits give high values; z-score at 5 µM; 0.3% of 190,000 active;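 active = z-score above 3 at 5 µM with at least 500 cells counted in the well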
bCat nuc transl – beta-catenin nuclear translocation modulation | 0.3% of 190,000 active | nuclear translocation activity, % at 5 µM | HeLa beta-catenin nuclear translocation, immunofluorescence imaging;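 active = nuclear translocation activity above 50% at 5 µM, with a well cell count of 50 or more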;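 also: per-cell ratio of nuclear to cytoplasmic median beta-catenin stain intensity; plate controls were DMSO negative control for no effect and GSK-3 inhibitor IX positive control for full effect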
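Assay system: human HeLa cells, native beta-catenin; doses: 5 µM primary, 0.02–20 µM confirmation; incubation: compound treatment 24 h, 37°C, 5% CO2; technique: fluorescence imaging of beta-catenin antibody stain plus DAPI; measure: % activation, nuclear-to-cytoplasmic median beta-catenin signal ratio per cell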
Yfh1-off respiration – enhancers of respiration in Yfh1-depleted yeast, dose response, Friedreich's ataxia, plus single-dose screen (AID 1465); S. cerevisiae Yfh1-off respiration, WST-1 reduction, 72 h; higher fold induction means a stronger effect; one-dose fold induction at 50 µM; EC50 in µM for titrated hits; 0.074% of 220,000 active;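 active = fold induction of absorbance versus untreated yeast above a set limit, then at least 30% activation at any dose in follow-up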;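 also: activators that raise dye reduction in frataxin-depleted yeast; strong numbers were not always called active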
AID2073 – inhibitors of Mint1-CaV2.2 protein interaction, biochemical, HTRF (AID 2073); 0.19% of 290,000 active; inhibition, % at 20 µM; hits with a dose series show IC50 in µM; HTRF protein-protein interaction, Mint1-CaV2.2; higher % means a stronger effect; in the data active = inhibition mostly above about 51%, no sharp cut-off; also: some results filed as inactive read as strong as hits
Autophagy mod – autophagy modulation, high-content screen; AID 463193; calls only at 10 µM (by protocol); 0.98% of 190,000 active; MEF GFP-LC3 puncta imaging; test concentration mostly 10 µM;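 active = percentage of spot-positive cells more than 3 SD above its plate mean, without a fluorescence outlier flag or 80% toxicity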;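 also: spot-positive cell cutoff set from DMSO-treated cells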
HIV peptide binding – inhibitors of HIV fusion peptide binding, primary screen, biochemical, uHTS, fluorescence dequenching (AID 1986). cell-free peptide binding, fluorescence dequenching, 30 min; higher % means a stronger effect. inhibition, % at 20 µM; hits with a dose series show IC50 in µM. 0.3% of 290,000 active; in the data active = inhibition mostly above about 52%, no sharp cut-off; inactive = mostly below about 76%; also: some results filed as inactive read as strong as hits
Dynein cargo inh – blocks dynein driven cargo transport along microtubules | 0.47% of 220,000 active | z-score, hits read low | 3617.4 mouse cells, GR-EGFP nuclear translocation imaging; test concentration mostly 20 µM; stimulated with dexamethasone, 1 µM; hits give low values;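 active = plate z-score of nuclear minus cytoplasmic receptor signal below a set negative limit, without overly bright fluorescence or cell loss, cut at about -3.5 in these data, passing the limit was not always enough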;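 also: z-score of nuclear minus cytoplasmic ring GR-EGFP intensity difference per well; some compounds called inactive have numbers as strong as hits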
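Also added – dexamethasone, 1.0 µM final · Buffer or medium – tet-free, stripped-serum medium · Schedule – induction 48 h, compound 1 h, agonist 30 min · Detection – formaldehyde fixation, Hoechst nuclear stain, 10x automated fluorescence imaging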
MT stabilize HCS – microtubule stabilizers in HeLa cells | % tubulin-high responders, % at 10 µM | HeLa tubulin immunostaining HCS, 24 h; share of cells brighter than vehicle mean+2SD | 0.83% of 200,000 active;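 active = plate Z-score above 3 for both tubulin-high and condensed-nucleus cell shares, with cell loss under 80%, at 10 µM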;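 also: anti alpha tubulin signal scored within the nucleus-defined area of each cell; some results filed as inactive read as strong as hits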
WT yeast gro inh – growth inhibition of WT yeast, mitochondrial fusion screen; mitochondrial fusion phenotypic screen, WT strain; AID 1362; inhibition, % at 10 µM; 2.1% of 190,000 active; in the data active = inhibition above about 58%; tested in S. cerevisiae
WT yeast gro inh mutant strain – second read-out of WT yeast gro inh, no call of its own (marks repeat the call); inhibition, %; mitochondrial fusion phenotypic screen, mutant strain inhibition
Dynein cargo inh cytoplasmic EGFP – also measured in Dynein cargo inh; calls as there; z-score; measured here: cytoplasmic GR-EGFP intensity; hits give high values
Dynein cargo inh nuclear GR-EGFP – second read-out of Dynein cargo inh, no call of its own (marks repeat the call); z-score; measured here: nuclear GR-EGFP intensity;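 lower value marks the stronger effect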
Dynein cargo inh cell count – further read-out of Dynein cargo inh, marked with its call; z-score; measured here: cell count per field
Insulin prom up cell count – recorded beside Insulin prom up, whose call it bears; cell count; measured here: cytotoxicity, nuclei count;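 total cells summed across four imaged fields per well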
bCat nuc transl cell count 5 µM – recorded beside bCat nuc transl, whose call it bears; cell count; measured here: cell count, cytotoxicity flag
MT stabilize HCS Hoechst-high % – recorded beside MT stabilize HCS, whose call it bears; % Hoechst-high responders; measured here: nuclear condensation Hoechst responders;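 share of cells brighter than vehicle mean plus two SD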
MT stabilize HCS cytotoxicity % – also measured in MT stabilize HCS; calls as there; toxicity, %; measured here: cytotoxicity by cell density;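 0% = mean cell density of plate MIN control wells and 100% = no cells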
Autophagy mod cell loss 18 h – further read-out of Autophagy mod, marked with its call; toxicity, %; measured here: cell loss, nuclei count;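 cell loss after 18 h compound exposure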
Numbers without * were called inactive; i = inactive; . = no result given; + = active, no number.

SMILES | Insulin prom up | Insulin prom up cell count | bCat nuc transl | bCat nuc transl cell count 5 µM | Yfh1-off respiration | AID2073 | Autophagy mod | Autophagy mod cell loss 18 h | HIV peptide binding | Dynein cargo inh | Dynein cargo inh cytoplasmic EGFP | Dynein cargo inh nuclear GR-EGFP | Dynein cargo inh cell count | MT stabilize HCS | MT stabilize HCS Hoechst-high % | MT stabilize HCS cytotoxicity % | WT yeast gro inh | WT yeast gro inh mutant strain
Cc1ccc2nsnc2c1S(=O)(=O)N1CCN(C(=O)C2CCCO2)CC1 (stereo not drawn) | -0.37 | 1265 | -0.3 | 1076 | i | -3% | i | 15 | 2.3% | 0.82 | -0.17 | 1 | -0.32 | 4.0 | 3.2 | 3.5 | -4 | 0
O=c1[nH]c(CN2CCN(S(=O)(=O)/C=C/c3ccccc3)CC2)nc2cc(Cl)ccc12 | -0.27 | 1481 | -3.7 | 1086 | i | -8% | . | . | 1.0% | 0.23 | -0.24 | -0.0047 | 0.12 | . | . | . | . | .
CNc1nc2cccnc2s1 | -0.29 | 1082 | 1.7 | 1313 | i | -11% | . | . | -0.3% | -0.53 | -0.23 | 0.058 | 1.4 | . | . | . | . | .
Cc1cc(NC(=O)CSc2nnc(C3CC3)n2Cc2ccccc2)no1 | -0.71 | 1000 | . | . | i | -7% | i | -11 | 3.6% | -0.53 | -0.14 | -0.41 | 0.71 | 1.9 | 1.5 | 9.6 | -7 | -4
CC(C)c1nnc(NC(=O)c2ccc(N3C(=O)CCC3=O)cc2)s1 | -0.83 | 1208 | -0.3 | 1075 | i | 1% | . | . | 1.1% | -0.63 | -0.33 | -0.16 | 0.79 | 4.1 | 2.0 | 6.4 | -6 | -6
C#CCNc1cc(C)nc2ncnn12 | -0.15 | 1541 | -5.2 | 985 | . | -5% | i | -10 | 1.3% | -0.2 | -0.23 | 0.1 | 1.2 | 2.1 | 1.7 | 5.1 | -3 | 1
O=C(CN(Cc1cccs1)C(=O)c1csnn1)NC1CCCC1 | . | . | -1.0 | 1235 | i | -4% | i | 9 | 0.7% | -0.73 | -0.25 | -0.4 | 0.035 | 2.5 | 2.0 | 5.3 | -6 | 7
O=C(COC(=O)c1cnccn1)c1ccc2ccccc2c1 | 0.65 | 1207 | -1.8 | 1128 | i | -6% | i | 12 | 0.0% | 0.6 | -0.19 | 0.5 | -0.34 | 2.5 | 1.3 | 6.3 | 1 | -2
CCN1CCCC1CNC(=O)c1ccccc1Cl (stereo not drawn) | -0.13 | 1114 | -1.5 | 1152 | i | 13% | i | 15 | 4.0% | 0.76 | -0.13 | 0.39 | 0.74 | 3.2 | 1.7 | 2.1 | 4 | -3
CCOC(=O)c1cc2c(ccn2-c2ccc(F)cc2)n1CC(=O)N1CCN(C(=O)c2ccco2)CC1 | . | . | -2.4 | 1070 | i | 8% | i | 18 | -1.2% | 1.5 | -0.22 | 0.9 | -0.65 | 3.1 | 1.6 | 7.1 | 22 | 31
CCOC(=O)Cn1c(=O)c2c(nc3n2CCCCN3c2ccc(C)cc2)n(C)c1=O | -0.76 | 1192 | -8.5 | 1262 | i | 8% | i | -1 | 0.7% | -0.43 | -0.22 | -0.055 | 0.88 | 2.8 | 3.0 | 4.9 | -10 | -36
C(=N\c1nc2ccccc2[nH]1)/c1cccs1 | . | . | -2.9 | 1025 | i | -9% | i | 9 | 3.5% | -0.12 | -0.24 | 0.22 | 0.95 | 4.0 | 1.1 | 8.5 | -2 | 4
CN(C)c1ccnc2sc3c(NCC(O)CO)ncnc3c12 (stereo not drawn) | . | . | 0.3 | 902 | i | -3% | i | -17 | 0.6% | 0.9 | -0.2 | 0.58 | -0.93 | 2.9 | 2.6 | 6.4 | 2 | -28
COC(=O)c1cc(OC)c(OC)cc1N | . | . | -1.3 | 1167 | i | 11% | i | 16 | 1.6% | 1.8 | -0.15 | 1 | -0.39 | 5.5 | 2.3 | 14 | -20 | 16
Clc1ccc(C2=CSC3=NCCN23)cc1Cl | -0.24 | 1446 | -3.5 | 823 | i | -14% | + | 44* | 1.9% | -0.63 | -0.15 | -0.28 | 0.011 | 2.3 | 2.3 | 6.3 | 12 | 42
O=C(NC(=S)NCCC1=CCCCC1)c1cncc(Br)c1 | -0.74 | 1298 | -1.4 | 558 | i | 27% | i | -6 | -1.6% | 0.1 | -0.24 | 0.11 | 0.0079 | 2.8 | 1.5 | 0.2 | 26 | 11
COC(=O)CC1C(=O)NCCN1C(=O)CSc1nc2ccccc2o1 (stereo not drawn) | -0.05 | 1132 | -1.1 | 941 | i | -5% | i | -1 | -1.2% | 0.7 | -0.22 | 0.54 | -0.56 | 2.1 | 3.3 | 7.6 | 3 | -5
CCCC(C(=O)NC(C)(C)C)N(C(=O)c1snc(C(N)=O)c1N)c1ccc2c(c1)OCCO2 (stereo not drawn) | . | . | 0.0 | 639 | i | -3% | i | -3 | 1.1% | 0.56 | -0.35 | -0.091 | -0.74 | 2.3 | 2.4 | 2.7 | -5 | 17
COC(=O)c1c(NC(=O)COC(=O)Cn2cnc3ccccc32)sc(C)c1C | 0.34 | 1165 | -2.1 | 967 | i | 0% | i | -1 | 6.9% | -0.26 | -0.19 | 0.14 | 1.2 | 5.5 | 2.7 | 5.6 | 29 | 14
N#CC1(Cc2ccc([N+](=O)[O-])cc2)c2ccccc2C=CN1C(=O)c1ccccc1 (stereo not drawn) | . | . | -4.3 | 1140 | i | 2% | i | 0 | -1.9% | 1.2 | -0.096 | 0.59 | -0.52 | 1.8 | 0.8 | 8.3 | 18 | -4
CSc1ccccc1NC(=O)CSc1nnnn1-c1ccccc1SC | 0.08 | 1284 | . | . | i | -3% | i | -1 | -0.5% | -0.53 | -0.3 | -0.041 | 1.1 | 2.4 | 0.5 | 24 | 5 | -116
COc1ccccc1NS(=O)(=O)c1ccc(N/N=C(\C)C(C)C)c([N+](=O)[O-])c1 | -0.62 | 1006 | -2.1 | 1089 | i | 9% | i | 19 | -3.8% | -0.75 | -0.25 | -0.088 | 0.071 | 5.0 | 2.2 | 9.7 | 10 | 4
Cc1ccccc1N(CC(=O)NC(C)(C)C)C(=O)CS(=O)CC(=O)Nc1ccc2c(c1)OCO2 (stereo not drawn) | . | . | 0.1 | 1531 | i | 19% | i | -3 | -0.4% | -0.033 | -0.22 | -0.085 | -0.19 | 2.4 | 1.7 | 5.6 | -17 | -2
CCCCn1c(C(C)NC(=O)COC)nc2ccccc21 (stereo not drawn) | -0.33 | 1288 | 2.1 | 437 | i | -1% | i | -4 | 1.0% | 0.0063 | -0.2 | 0.37 | -0.48 | 3.6 | 0.6 | 6.9 | 1 | 4
COc1ccc2nc(SCC(=O)C(C)(C)C)[nH]c2c1 | -0.26 | 1088 | -0.3 | 1322 | i | 2% | . | . | -1.8% | -1 | -0.28 | -0.53 | 0.7 | . | . | . | . | .
COCC(C)NCc1ccc(C)cc1C (stereo not drawn) | 0.19 | 1744 | 1.5 | 1068 | i | -14% | i | -6 | -0.6% | 0.15 | -0.26 | 0.027 | 0.26 | 2.8 | 1.8 | 4.6 | 15 | 13
O=C(NCCCNC1CCCCC1)c1ccc(/C=N/O)nc1 | -0.13 | 1183 | . | . | i | 2% | i | 5 | 1.3% | 0.44 | 0.038 | 0.66 | 0.92 | 2.3 | 1.3 | 5.0 | 11 | 12
CCC(=O)N1CCN(C(=O)CC)C1c1ccccc1 | . | . | -3.3 | 815 | i | -1% | i | 11 | -2.3% | 0.37 | -0.27 | 0.2 | 0.11 | 4.4 | 4.2 | 5.0 | 6 | 15
Cc1cc2c(ncn2Cc2ccccc2)c(N)c1C | -0.71 | 1307 | -0.8 | 1130 | i | -10% | i | 5 | 1.2% | -0.86 | 0.054 | -0.091 | 0.07 | 2.5 | 2.8 | 7.3 | -10 | 21
CC(=O)N/C(=C/c1ccc(OC(F)F)cc1)C(=O)O | . | . | -1.2 | 979 | i | 5% | i | -10 | -0.2% | -0.15 | -0.32 | -0.21 | 0.5 | 2.2 | 3.4 | 2.7 | 3 | -9
CCOC(=O)c1cnc(-n2nc(C)cc2C)nc1-n1nc(C)cc1C | -0.63 | 1232 | 0.9 | 1014 | i | -5% | i | 4 | 1.6% | 1 | -0.047 | 0.87 | -0.49 | 3.1 | 3.5 | 17 | -11 | -5
FC(F)(F)c1nnc2sc(-c3ccccn3)nn12 | -0.11 | 1643 | 0.0 | 1079 | i | 4% | i | -6 | 0.3% | -0.08 | -0.2 | 0.19 | 0.74 | 3.0 | 2.5 | 11 | 8 | 23

Rewritten as labelled records: part of the list above
SMILES: CCOC(=O)c1cnc(-n2nc(C)cc2C)nc1-n1nc(C)cc1C
- Insulin prom up: -0.63
- Insulin prom up cell count: 1232
- bCat nuc transl: 0.9
- bCat nuc transl cell count 5 µM: 1014
- Yfh1-off respiration: i
- AID2073: -5%
- Autophagy mod: i
- Autophagy mod cell loss 18 h: 4
- HIV peptide binding: 1.6%
- Dynein cargo inh: 1
- Dynein cargo inh cytoplasmic EGFP: -0.047
- Dynein cargo inh nuclear GR-EGFP: 0.87
- Dynein cargo inh cell count: -0.49
- MT stabilize HCS: 3.1
- MT stabilize HCS Hoechst-high %: 3.5
- MT stabilize HCS cytotoxicity %: 17
- WT yeast gro inh: -11
- WT yeast gro inh mutant strain: -5

SMILES: COc1ccccc1NS(=O)(=O)c1ccc(N/N=C(\C)C(C)C)c([N+](=O)[O-])c1
- Insulin prom up: -0.62
- Insulin prom up cell count: 1006
- bCat nuc transl: -2.1
- bCat nuc transl cell count 5 µM: 1089
- Yfh1-off respiration: i
- AID2073: 9%
- Autophagy mod: i
- Autophagy mod cell loss 18 h: 19
- HIV peptide binding: -3.8%
- Dynein cargo inh: -0.75
- Dynein cargo inh cytoplasmic EGFP: -0.25
- Dynein cargo inh nuclear GR-EGFP: -0.088
- Dynein cargo inh cell count: 0.071
- MT stabilize HCS: 5.0
- MT stabilize HCS Hoechst-high %: 2.2
- MT stabilize HCS cytotoxicity %: 9.7
- WT yeast gro inh: 10
- WT yeast gro inh mutant strain: 4

Screening data: PubChem, several laboratories
